Assay outcomes (PubChem BioAssay)
CCT modulator – modulators of cytosolic chaperonin (CCT/TRiC) activity; purified chaperonin ATPase assay, HTRF ADP detection, 30 min; activity change, % (concentration not given with the values), hits read low; actives 0.3% (n = 360,000); AID 651819; in the data active = activity change below about -30%; also: % is scaled to controls: 0 for no effect and ±100 for the full control effect
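Nucleotide hydrolysis assay: TRiC at 20–40 nM final (set by batch activity) with 10 uM ATP, 30 min at 37 °C, in presence of 76 uM compound. Detection by competitive ADP HTRF, 30 min ambient.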
TGFb SMAD3 inh – inhibitors of TGF-b signaling; HepG2 CAGA-GFP TGF-b/SMAD3 reporter, GFP fluorescence, 18 h; TGF-beta stimulated, 500 pg/mL final; Potency, µM (series often up to 46.1 µM), without a hit: top-dose activity, negative = inhibition, usual class: inhibitors; actives 1.2% (n = 410,000); also: potency is read from the fitted curve at half-maximal effect; % is scaled to controls: 0 for no effect and ±100 for the full control effect; nearly all actives have a fitted effect of over 65% in size
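Inhibition of TGF-beta-driven CAGA-GFP reporter expression in HEPG2 cells is measured by cellular GFP fluorescence after 18 h stimulation with 500 pg/mL recombinant TGF-beta in 1% FBS medium at 37 degrees C.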
Nrf2 activator – activates Nrf2 signaling. AREc32 ARE-luciferase reporter (MCF7-derived line), luminescence, 24 h. Potency, µM (series often up to 46.1 µM), for inactives: top-dose activation, most hits filed as activators. actives 0.31% (n = 410,000). AID 624171; also: potency is read from the fitted curve at half-maximal effect; % of control where 0% means no effect; nearly all actives have a fitted effect of over 65% in size
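AREc32_Fluc, 1000 cells/well, OPTI-MEM + 5% FBS, o/n 37 deg C 5% CO2; 23 nL cpd by pin tool, 24 hr; Steady-Glo 30 min RT, luminescence.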
Nrf2 block – inhibitors of Nrf2 signaling; actives 2.1% (n = 360,000); A549 ARE-Fluc reporter, luciferase luminescence, 18-24 h; Potency, µM (top dose mostly 46 µM), inactives show at the highest dose activity change, negative = inhibition, most hits filed as inhibitors; also: potency is read from the fitted curve at half-maximal effect; % is scaled to controls: 0 for no effect and ±100 for the full control effect; nearly all actives have a fitted effect of over 60% in size
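Reporter: ARE-Fluc in A549. Exposure: 18-24 h, 37 °C, 5% CO2, 5% FBS OPTI-MEM. Readouts: fluorescent cytotoxicity (CellTiter-Fluor), then luminescent Nrf2 signal after BugLite.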
Akt phos inh – Akt phosphorylation inhibition. Neuro2A IGF-stimulated pAkt S473 HTRF, 20 min; stronger effect = lower value. activity change, % for hits at 50 µM. actives 0.32% (n = 360,000). AID 651550; in the data active = activity change below about -80%; inconclusive = mostly about -51% to -80%; also: % is scaled to controls: 0 for no effect and ±100 for the full control effect
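Neuro2A cells (4,500/well, DMEM with 0.5% FBS) were treated with compound at a single 50 µM final concentration, stimulated with 6 nM IGF for 20 min at 37 °C, and lysed. Phospho-Akt Ser473 was read by HTRF as 665/615 ratio ×10^4.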
A549 viability – A549 cytotoxicity, counter-screen for Nrf2 inhibitors; A549 ARE-Fluc cells, CellTiter-Fluor viability, 18-24 h; Potency, µM (highest dose often 46 µM), without a hit: at the highest dose activity change, negative = cytotoxicity, most hits filed as inhibitors; actives 0.16% (n = 390,000); AID 504648; also: potency is read from the fitted curve at half-maximal effect; % is scaled to controls: 0 for no effect and ±100 for the full control effect
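A549 ARE_Fluc cells in 5% FBS OPTI-MEM were exposed to compounds in concentration-response for 18-24 h at 37 deg C. Viability was read by CellTiter-Fluor fluorescence (Ex 405/Em 525) after 30 min, before the luciferase read.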
MmCpn inh – inhibitors of Methanococcus maripaludis chaperonin (MmCpn) | actives 0.031% (n = 330,000) | Potency, µM (doses to about 76.9 µM), for inactives: at the highest dose activity, negative = inhibition, most hits filed as inhibitors | purified Mm-Cpn ATPase, ADP Transcreener TR-FRET; also: potency is read from the fitted curve at half-maximal effect; % is scaled to controls: 0 for no effect and ±100 for the full control effect; nearly all actives have a fitted effect of over 80% in size
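Eu-cryptate anti-ADP/ADP-d2 competition gives a ratio inversely related to ADP. Enzyme at 25 nM was pre-exposed to compound for 10 min, then given 10 uM ATP for 30 min, 37°C throughout.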
HepG2 tox – HepG2 cytotoxicity, counter-screen for TGF-b inhibitors. HepG2 CAGA-GFP viability, ATP luminescence, 18 h. actives 0.76% (n = 410,000). Potency, µM (series often up to 46.1 µM), for inactives: at the highest dose activity change, negative = cytotoxicity, actives largely listed as cytotoxic; also: potency is read from the fitted curve at half-maximal effect; some results filed as inactive show a strong effect at the top dose
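HepG2 CAGA-GFP cells (1000/well, DMEM with 1% FBS) received compound, then TGF-beta at 500 pg/mL final, and were incubated 18 hours at 37 degrees C. Viability was read by CellTiter-Glo luminescence. Media-only wells were set as complete cell-killing and DMSO as no toxicity.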
Abeta yeast res – restores growth of yeast expressing A-beta42 peptide; actives 0.063% (n = 410,000); AID 1347071; Potency, µM (doses to about 46.1 µM), without a hit: at the highest dose growth rescue, most hits filed as activators; yeast expressing A-beta42, growth rescue, OD600, 48 h; response scale: 0% DMSO, 100% iron-clioquinol control; also: potency is read from the fitted curve at half-maximal effect; nearly all actives have a fitted effect of over 55% in size
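Growth rescue measured by 600 nm absorbance after 48 h yeast culture at 30 C with compound. Values normalized between DMSO and an equimolar ferric chloride plus clioquinol control.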
* hit, by the source's call; i = inactive; ? = inconclusive; · = no result given; & = joins results of further samples; [ ] = dose if it differs, or a comment. Unless noted, calls follow the shape of the dose curve; as a rule, active = well fitted curve in the direction sought with a large enough effect; inconclusive = small, poorly fitted or top-dose-only effect, or another doubt; inactive = no such curve, though single readings can be large; an effect the other way counts as inactive or inconclusive.

SMILES	CCT modulator	TGFb SMAD3 inh	Nrf2 activator	Nrf2 block	Akt phos inh	A549 viability	MmCpn inh	HepG2 tox	Abeta yeast res
COC(=O)Cn1c2ccccc2c2nc(=O)cc(C)n21	0.5	4%	0.3%	0%	i	-2%	-4%	-26%	-10%
CC1C(=O)N(Cc2cn(CCC3OCCO3)nn2)CCS(=O)(=O)N1Cc1ccc(-c2ccccc2)cc1 (stereo not given)	-0.5	-1%	-0.6%	·	i	·	·	15%	-8%
COc1ccc(Nc2cc(C(=O)NCCc3ccccc3)c3ccccc3n2)cc1OC	·	2%	0.3%	9%	·	-2%	·	8%	15%
COc1cccc(C2/C(=C(/O)c3ccc(F)cc3)C(=O)C(=O)N2CCN(C)C)c1 (stereo not given)	0.1	0%	-0.1%	0%	i	5%	0%	-1%	5%
COc1cccc(-c2nn3c(-c4cc(C)[nH]n4)nnc3s2)c1	-0.4	-21%&-2%	0.0%	?	i	-9%&-1%	0%	-5%&-23%	16%
COc1cc(NS(=O)(=O)c2ccc(C(=O)O)cc2)c2nc(C)ccc2c1	·	-16%	·	?	·	-3%	·	-15%	·
O=C1CC2(CCCC2)Oc2ccc(F)cc21	-1.2	8%	-0.3%	0%	i	0%	·	1%	-17%
O=C(NCc1ccc(Cl)cc1)c1ccc(COCC(F)(F)F)o1	-1.8	-15%	3.6%	?	i	?	-1%	2%	-68%[inhibitor]
CC(CNC(=O)Cn1ccc(NC(=O)OCc2ccccc2)nc1=O)c1ccccc1 (stereo not given)	-1.4	?	0.1%	-11%	i	-2%	3%	-5%	0%
CCOc1cc(/C=C(/C#N)c2nc3ccccc3[nH]2)ccc1Oc1ccc([N+](=O)[O-])cn1	-1.5	-21%	5.0%	?	i	1%	-1%	-24%	3%
CC(C)CCC1(CCNC(C)c2cccs2)CCOC(C)(C)C1 (stereo not given)	-1.1	?	4.3%	2%	i	-13%	-30%	-38%	-3%
O=c1c2sccc2n(Cc2cc(=O)n3ccccc3n2)c(=O)n1-c1cc(F)ccc1F	·	4%	7.5%	2%	·	-2%	·	-18%	-4%
COc1cc(CNC(C)(C)CO)ccc1OCC(=O)Nc1ccc(Br)cc1	-1.6	23%	0.5%	?	i	·	1%	-23%	-11%
Cc1ccc(CN2C(=O)N(c3ccc(C)c(Cl)c3)S(=O)(=O)c3ccccc32)cc1	·	?	-0.7%	·	·	13%	·	-2%	2%
Cc1ccc(C(=O)Nc2ccc(S(=O)(=O)N3CCOCC3)cc2)cc1Br	0.3	-18%	5.3%	?	i	-5%	·	-14%	6%
CN(C)c1ccc(/C=C2\SC(N3CCCCC3)=NC2=O)cc1	0.5	-6%	9.7%	16%	i	-9%	-3%	-10%	3%
CCN(CC(=O)NCc1ccc(Cl)cc1)C(=O)c1cc(S(=O)(=O)N2CCOCC2)ccc1C	-0.7	-7%	-0.4%	?	i	-12%	1%	-1%	10%
O=C(N/N=C/C(c1ccccc1)c1ccccc1)c1ccccc1F	-0.3	-13%	5.2%	-8%	i	2%	0%	-11%	16%
CCn1c(=O)cc(OCC(=O)N2CCCC2)c2ccccc21	0.8	-5%	6.5%	-19%	i	-1%	0%	3%	11%
CCc1cccc(CC)c1NC(=S)Nc1ccc2cn[nH]c2c1	-1.3	-21%	0.2%	?	i	8%	1%	-9%	-2%
CS(=O)(=O)N(Cc1ccc(C(=O)N2CCc3ccccc3C2)cc1)c1ccccc1	-3.3	-22%	3.7%	-16%	i	-10%	1%	-21%	6%
Nc1nc2sc3c(c2cc1C(=O)NCC(=O)O)CCCC3	1.7	1%	-1.3%	8.2µM*	i	4%	-6%	-21%	-22%
Cc1cc(C)c2nc(SC(C)C#N)cc(C)c2c1 (stereo not given)	0.7	6%	-0.1%	-4%	i	-1%	-4%	2%	2%
CC(=O)N(CCOc1ccccc1)CCOc1ccccc1	0.0	?	5.0%	2%	i	-12%	·	-16%	18%
N#Cc1ccccc1S(=O)(=O)N1CCN(C(=O)Cc2n[nH]c(=O)c3ccccc23)CC1	1.5	2%	-0.1%	-18%	i	-4%	1%	-8%	3%

Part of the list above, set out differently:
Fields: CCT modulator | TGFb SMAD3 inh | Nrf2 activator | Nrf2 block | Akt phos inh | A549 viability | MmCpn inh | HepG2 tox | Abeta yeast res
> Cc1ccc(C(=O)Nc2ccc(S(=O)(=O)N3CCOCC3)cc2)cc1Br
→ 0.3 | -18% | 5.3% | ? | i | -5% | · | -14% | 6%
> CCc1cccc(CC)c1NC(=S)Nc1ccc2cn[nH]c2c1
→ -1.3 | -21% | 0.2% | ? | i | 8% | 1% | -9% | -2%

Returning to the listing, starting 5 compounds before the break.
SMILES	CCT modulator	TGFb SMAD3 inh	Nrf2 activator	Nrf2 block	Akt phos inh	A549 viability	MmCpn inh	HepG2 tox	Abeta yeast res
CS(=O)(=O)N(Cc1ccc(C(=O)N2CCc3ccccc3C2)cc1)c1ccccc1	-3.3	-22%	3.7%	-16%	i	-10%	1%	-21%	6%
Nc1nc2sc3c(c2cc1C(=O)NCC(=O)O)CCCC3	1.7	1%	-1.3%	8.2µM*	i	4%	-6%	-21%	-22%
Cc1cc(C)c2nc(SC(C)C#N)cc(C)c2c1 (stereo not given)	0.7	6%	-0.1%	-4%	i	-1%	-4%	2%	2%
CC(=O)N(CCOc1ccccc1)CCOc1ccccc1	0.0	?	5.0%	2%	i	-12%	·	-16%	18%
N#Cc1ccccc1S(=O)(=O)N1CCN(C(=O)Cc2n[nH]c(=O)c3ccccc23)CC1	1.5	2%	-0.1%	-18%	i	-4%	1%	-8%	3%
CC(NC(=O)COC(=O)c1ccc2c(c1)OCCO2)c1ccccc1 (stereo not given)	-1.6	0%	0.2%	-21%	i	-1%	0%	-32%	0%
CC1=NN(c2ccc(Cl)c(C(=O)O)c2)C(=O)/C1=C\c1ccc(-c2ccc(C(=O)O)cc2)o1	2.0	-7%	3.4%	12%	i	2%	-2%	-15%	-20%
O=c1c2ccccc2nc(SCCN2CCCCC2)n1CCc1ccccc1	-2.0	14%	5.5%	?	i	-6%	-4%	-4%	0%
COc1cc(NC(=O)c2cccc3c(-c4cnn(C)c4)coc23)cc(OC)c1OC	1.0	49%[activator]	0.5%[9.22 µM]	·	i	·	·	36%	-10%
CCC1CCCCN1C(=O)CSc1nnc(CNC(=O)c2ccco2)o1 (stereo not given)	-1.4	-32%	-0.7%	10%	i	-5%	0%	-1%	25%
O=C(CSC1=Nc2ccccc2N=C(c2ccc(F)cc2)C1)NCc1ccc(Cl)cc1	·	0%	6.0%	·	·	-8%	·	2%	-4%
C=CC(=O)Nc1cccc(CN2C(=O)N(c3cc(OC)cc(OC)c3)Cc3cnc(NCCCCN(CC)CC)nc32)c1	0.2	-7%	5.8%	-8%	i	6.5µM*	·	-71%	-9%
O=S(=O)(Cc1ccccc1)Nc1cccc(Br)c1	-1.7	-33%	0.5%	-29%	i	3%	-1%	1%	38%
N#Cc1ccc(CSc2nnc(-c3ccccn3)n2-c2ccccc2)cc1	-0.9	11%	-0.1%	-19%	i	5%	0%	-8%	-15%
Cc1cccc(-c2nc(CCNC(=O)c3ccco3)cs2)c1	0.2	0%&-24%	3.8%&3.9%	·	i	7%	·	-5%&-28%	-19%&-21%
CNc1cccnc1C=NNC(N)=S	0.1	?	0.4%	0.58µM*	i	?	·	-8%	-1%
C#CCNC(=O)c1ccc2sc([C@H]3C[C@H](O)[C@@H](CO)O3)nc2c1	-1.0	0%	1.2%	·	i	·	·	3%	-10%
Cn1c(SCc2c(F)cccc2Cl)nc2c(c1=O)SCC2	-1.7	-15%	0.9%	?	i	1%	0%	1%	-18%
CC1(C)CC(=O)C2=C(C1)Nc1ccccc1NC2c1cccs1 (stereo not given)	-2.3	13%	2.1%	15%	i	1%	0%	8%	-12%
CC(=O)Nc1ccc(NC(=O)C(Cc2ccccc2)N2Cc3ccccc3C2=O)cc1 (stereo not given)	·	-3%	-0.4%	20%	·	1%	·	1%	-10%
C/C(O)=C\c1nc(=O)c2c(C)cc(C)nc2n1-c1ccccc1	-3.0	0%	0.1%	0%	i	-6%	1%	0%	28%
CC1CC(C)(C)N2C(=O)C3(Nc4ccccc4S3)c3cccc1c32 (stereo not given)	0.1	?	2.4%	?	i	0%[1.84 µM]	1%	-1%	-25%
O=c1c(Oc2ccccc2F)coc2cc(OCc3cnn(-c4ccccc4)c3)ccc12	-0.5	2%	-0.8%	-20%	i	-24%	-3%	-43%	-6%
CCc1ccc(Nc2nnc(SCC(=O)Nc3ccc(C(=O)O)cc3)s2)cc1	0.0	5%	-0.8%	-8%	i	2%	1%	-6%	-9%
Clc1ccc(COn2nnc3ccccc32)c(Cl)c1	-2.6	-9%	26%	?	i	9%	·	-12%	10%
Cc1c(Cc2ccccc2)c(=O)oc2c(C)c(OCC(=O)N3CCC(C(=O)O)CC3)ccc12	-1.2	18%	-0.6%	0%	i	0%	?	-1%	12%
